WT yeast gro inh: growth inhibition of WT yeast, mitochondrial fusion screen; mitochondrial fusion phenotypic screen, WT strain; inhibition, % at 10 µM; hit rate 2.1% among 190,000; in the data active means inhibition above about 58%; tested in S. cerevisiae
XIAP antagonists: XIAP antagonists, biochemical, IAP family, fluorescence polarization (AID 1018). XIAP BIR domain, fluorescence polarization peptide displacement; higher % means a stronger effect. one-dose displacement, % at 20 µM; IC50 in µM for titrated hits. hit rate 0.007% among 200,000; in the data active means displacement above about 50%; further: a part of the inactive calls stands beside numbers as strong as those of hits
TNAP activation fold: human TNAP enzyme activators, primary screen, biochemical, luminescent, no phosphate acceptor, uHTS (AID 1001). one-dose activation fold at 20 µM; EC50 in µM for titrated hits. purified TNAP, luminescent activation assay, no phosphate acceptor; higher activation fold means a stronger effect. hit rate 0.03% among 200,000; in the data active means activation fold from about 3, or a potency from the dose series; inactive means the rest, 99 in 100 with activation fold below about 1.6; further: many of its hits are not listed in these tables
LYP phosphatase: PTPN22 lymphoid phosphatase activity blockers – biochemical, fluorescence intensity, uHTS (AID 1779); recombinant LYP phosphatase, fluorescence intensity; higher % means a stronger effect; inhibition, % at 11.5 µM, or IC50 in µM where a hit was titrated; hit rate 0.054% among 290,000;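 further: plate controls were vehicle with enzyme for no effect and no enzyme for full effect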
M1AAP inhibition: malaria alanyl aminopeptidase activity blockers – biochemical, fluorogenic H-Leu-NHMec substrate, 1536-well (AID 1445) | hit rate 0.42% among 220,000 | recombinant M1AAP, H-Leu-NHMec fluorogenic kinetic assay; higher % means a stronger effect | inhibition, % at 30 µM, or IC50 in µM where a hit was titrated;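 active means primary inhibition above the hit cutoff, then over 50% inhibition at one or more dose response concentrations, cut at about 23% in these data, passing the limit was not always enough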;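 further: plate controls were DMSO full reaction for no effect and no enzyme background for full effect; strong numbers were not always called active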
P. falciparum M17LAP: P. falciparum M17LAP inhibitors, primary screen, biochemical, fluorogenic H-Leu-NHMec substrate, 1536-well (AID 1619) | recombinant M17LAP, H-Leu-NHMec fluorogenic kinetic assay; higher % means a stronger effect | inhibition, % at 30 µM; hits with a dose series show IC50 in µM | hit rate 0.38% among 220,000;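 active means compound inhibiting the enzyme by more than half at any dose during confirmatory dose-response retesting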;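 further: plate controls were full reaction with DMSO carrier for no effect and no enzyme background for full effect; strong numbers were not always called active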
PMI inhibition: MPI inhibition at elevated mannose 6-phosphate – biochemical, fluorescence intensity, high mannose 6-phosphate, primary screen (AID 1220); hit rate 0.66% among 190,000; inhibition, % at 20 µM, or IC50 in µM where a hit was titrated; recombinant PMI enzyme, coupled fluorescence intensity; higher % means a stronger effect
Yfh1-depleted yeast: mitochondrial function rescue without frataxin homolog – Friedreich's ataxia, plus single-dose screen, dose response (AID 1465). S. cerevisiae Yfh1-off respiration, WST-1 reduction, 72 h; higher fold induction means a stronger effect. fold induction at 50 µM, or EC50 in µM where a hit was titrated. hit rate 0.074% among 220,000;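 active means fold induction of absorbance versus untreated yeast above a set limit, then at least 30% activation at any dose in follow-up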;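 further: activators that raise dye reduction in frataxin-depleted yeast; strong numbers were not always called active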
PMI inhibitors: inhibitors of human PMI, primary screen, biochemical, fluorescence intensity, coupled assay (AID 1209). hit rate 0.42% among 190,000. purified PMI enzyme, coupled fluorescence intensity; higher % means a stronger effect. one-dose inhibition, % at 20 µM; IC50 in µM for titrated hits;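 further: plate controls were DMSO vehicle for no effect and wells lacking substrate for full effect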
WT yeast gro inh mutant strain: recorded beside WT yeast gro inh, whose call it bears; inhibition, %; mitochondrial fusion phenotypic screen, mutant strain inhibition
* marks the source's active call; other numbers are inactive results; i = inactive; / = not tested or not shown. Unless noted, no stated cut-off is given here; in the data, active means inhibition above about 50%; inactive means the rest.

SMILES	WT yeast gro inh	WT yeast gro inh mutant strain	XIAP antagonists	TNAP activation fold	LYP phosphatase	M1AAP inhibition	P. falciparum M17LAP	PMI inhibition	Yfh1-depleted yeast	PMI inhibitors
CCOC(=O)CNC(=O)CSc1nnc(Cn2c(=O)sc3ccccc32)n1-c1ccccc1C	-17	-38	-2.6%	1	-10%	13%	-3%	7%	i	8%
CN(CC(=O)O/N=C(\N)c1ccccn1)S(=O)(=O)c1ccc(Br)cc1	-4	9	-4.1%	1.1	2%	-1%	6%	9%	i	7%
CCCCN(C(=O)/C=C/c1ccco1)c1c(N)n(Cc2ccccc2)c(=O)[nH]c1=O	-15	-1	-1.6%	1.1	-1%	2%	15%	-6%	i	-10%
COc1cc(C2C(C#N)=C(N)Oc3cc(C)n(CC4CCCO4)c(=O)c32)cc2c1OCO2 (stereo not given)	-11	-2	-4.8%	1	-2%	7%	-10%	6%	i	-10%
Cc1cc2ncn(-c3ncnc4sc5c(c34)CCC(C)C5)c2cc1C (stereo not given)	47	35	-1.1%	1	0%	3%	12%	4%	/	-1%
COc1ccc(NC(=S)N2CCC(N(C)CCN3CCOCC3)CC2)cc1Cl	7	8	-6.7%	1	-5%	-2%	7%	-5%	i	7%
C[C@@H]1CCC[C@@]2(O[C@H](CCO)C[C@@H](O)[C@@H]2O)O1	-19	-14	-8.1%	1.1	-4%	3%	-16%	-5%	i	-4%
OCCC1CN(CCCc2ccccc2)CCN1Cc1ccccc1 (stereo not given)	/	/	/	/	-5%	3%	-9%	/	i	/
O=C(Nc1nc2ccc(S(=O)(=O)N3CCCC3)cc2s1)C1CCCCC1	3	-6	-9.8%	1.1	0%	4%	-7%	-2%	/	7%
COCCN1C(=O)N[C@@H](c2cccs2)C(C(=O)OC)=C1C	3	-14	-9.5%	1.1	-3%	8%	-8%	-2%	i	-2%
CC(=O)Nc1nc(S(=O)(=O)c2ccc(C)cc2)c(Cl)s1	-31	-15	-6.3%	1.1	-1%	9%	5%	7%	i	14%
O=C(CSCc1n[nH]c(=O)[nH]1)NCCOc1cccc(Oc2ccccc2)c1	-5	4	-0.6%	1.4	-3%	3%	6%	8%	i	10%
CC(=O)NNC(=O)CC(=O)Nc1nc(C23CC4CC(CC(C4)C2)C3)cs1	10	7	-3.3%	2.4	1%	-3%	5%	11%	i	11%
CN(Cc1ccccc1)S(=O)(=O)c1cccc2cccnc12	-1	-26	-5.8%	1.1	-8%	9%	3%	1%	i	4%
Cc1ccc(/C=C2/N=C(c3ccccc3)NNC2=O)cc1	/	/	/	/	-7%	2%	-4%	/	i	/
COC(=O)C1=C(C)N(C)C(=O)NC1c1ccc([N+](=O)[O-])o1 (stereo not given)	-8	-11	-5.1%	1	-2%	5%	7%	-2%	i	-12%
CCOC(=O)N1CCN(C(=O)c2ccc(N3C(=O)c4ccccc4C3=O)cc2)CC1	2	-4	-3.0%	1.1	-6%	3%	2%	-3%	i	2%
Oc1ccccc1-n1c(-c2ccccc2)ccc1-c1ccccc1	/	/	/	/	6%	-5%	-9%	/	i	/
S=C(NCc1ccco1)N1CCN(C/C=C/c2ccccc2)CC1	8	25	-3.0%	1.1	3%	1%	1%	6%	i	-2%
COc1ccccc1N1CCN(C(=O)c2nn(-c3ccccc3OC)c(=O)c3ccccc23)CC1	4	-2	3.1%	1.1	-1%	2%	-2%	15%	i	17%
S=c1nc(-c2ccccc2Cl)n(Cc2cccnc2)c2c1CCCC2	-10	14	-8.4%	1	-5%	2%	43%	-2%	i	6%
CC(C)C(C)NC(=O)CSc1nc2scc(-c3ccco3)c2c(=O)n1-c1ccccc1 (stereo not given)	-7	7	-6.6%	1.8	8%	5%	5%	-3%	i	2%
C[C@H]1CCC[C@@]2(O[C@@H](CCO)C[C@@H](O)[C@@H]2O)O1	/	/	/	/	-6%	-4%	-3%	/	i	/
Cc1cccc(C(=O)NNC2=C(C(=O)C(F)(F)F)CCC2)c1O	6	13	-8.2%	0.9	3%	6%	-10%	-8%	i	-2%
Cc1cccn2cc(CCNS(=O)(=O)c3ccc([N+](=O)[O-])cc3)nc12	-2	7	-7.7%	1	-2%	-4%	-8%	-3%	i	0%
Brc1c(CSc2nc3ccccc3o2)nc2ncccn12	20	18	-2.3%	1.1	-10%	-1%	-54%	7%	i	-1%
Cc1ccc(C(=O)N(Cc2nc3ccccc3c(=O)[nH]2)C2CCCC2)cc1	4	-10	19%	1	-4%	5%	2%	-9%	i	0%
CCCOc1nc2c(c(=O)n(C)c(=O)n2C)n1C	/	/	/	/	0%	2%	5%	/	i	/
CC(C)(C)C(=O)Nc1ccc(F)cc1[N+](=O)[O-]	/	/	/	/	-4%	0%	-4%	/	i	/
COc1cc(CNC2CCCC2)cc(OC)c1	-9	1	-2.3%	1	-3%	1%	-1%	18%	i	18%
COCCn1c(C23CC4CC(CC(C4)C2)C3)n[nH]c1=S	22	34	-3.3%	0.9	0%	0%	-4%	5%	i	11%
COc1ccccc1CNC(=O)c1ccccc1OCc1ccc(F)cc1	67*	12*	-0.4%	1.2	-1%	-2%	10%	5%	i	14%
COc1ccc(N2C(=O)CC(Sc3nc4c(cc3C#N)CCC4)C2=O)cc1 (stereo not given)	-2	-2	-3.8%	1.1	-4%	17%	49%	57%*	i	20%
COC(=O)c1c(CCl)noc1C(=O)NCC1CCCO1 (stereo not given)	-10	-8	-9.7%	1.1	-10%	7%	5%	6%	i	0%
CC1(C)CC2(CCO1)OC(=O)CC2C(=O)Nc1c(Cl)cccc1Cl (stereo not given)	/	/	/	/	-4%	2%	20%	/	i	/
C=CCNC(=O)CCCCCNS(=O)(=O)c1ccc(OC)cc1	-10	-24	-2.2%	1.1	-4%	-1%	1%	-1%	i	-4%
Cc1[nH]nc2c1-c1nc3ccccc3nc1C(C)(C)C2	8	-13	0.9%	1	-4%	8%	-38%	8%	i	9%
OC(CN1CCc2ccccc2C1)c1ccccc1 (stereo not given)	-12	-10	-6.5%	1.1	0%	10%	3%	2%	i	-6%
CC(=O)Nc1ccc(N2C(=O)C3C4CC(=O)C(c5ccccc54)C3C2=O)cc1 (stereo not given)	2	-11	3.8%	1	-10%	5%	-5%	21%	i	11%
CC1CC(C)CN(CCOCCSc2ccccc2)C1 (stereo not given)	32	28	4.9%	1.2	-4%	-1%	16%	5%	i	5%
CC1CCN(CCNC(=O)CN(C)S(=O)(=O)c2cccc3nsnc23)CC1	1	-30	-5.3%	1.1	-5%	3%	1%	0%	i	-5%
O=C(CNS(=O)(=O)c1ccccc1)NNC(=O)C(Cl)Cl	13	5	-9.1%	0.1	-3%	2%	13%	-4%	i	-8%
Cc1ccc(Cn2nc(C)c(NC(=O)c3noc4c3CCCCC4)c2C)cc1	7	4	-2.2%	1	-2%	-6%	13%	20%	i	26%
O=C(CSc1nc(C2CC2)nc2sc3c(c12)CCCC3)NCc1ccco1	-4	-14	-4.7%	1.1	0%	5%	1%	-1%	i	1%
CC(C)N1CCN(Cc2nc(-c3ccccc3)cs2)CC1CCO (stereo not given)	1	-8	-4.0%	1.1	-4%	0%	-1%	13%	i	15%
CC(C)(C)c1ccc(C(=O)Nc2cnccn2)cc1	21	31	-5.4%	1.1	-4%	4%	1%	4%	i	6%
O=C(O)CCCNC(=O)/C=C/c1ccco1	-3	11	-5.6%	1.1	-2%	-2%	-4%	6%	i	-1%
O=C(COC(=O)c1ccccn1)Nc1cccc(Cl)c1	-13	-10	-4.3%	1.1	-9%	15%	2%	10%	i	4%

Random excerpt: 6 entries already listed
SMILES	WT yeast gro inh	WT yeast gro inh mutant strain	XIAP antagonists	TNAP activation fold	LYP phosphatase	M1AAP inhibition	P. falciparum M17LAP	PMI inhibition	Yfh1-depleted yeast	PMI inhibitors
CC(C)N1CCN(Cc2nc(-c3ccccc3)cs2)CC1CCO (stereo not given)	1	-8	-4.0%	1.1	-4%	0%	-1%	13%	i	15%
O=C(CNS(=O)(=O)c1ccccc1)NNC(=O)C(Cl)Cl	13	5	-9.1%	0.1	-3%	2%	13%	-4%	i	-8%
OC(CN1CCc2ccccc2C1)c1ccccc1 (stereo not given)	-12	-10	-6.5%	1.1	0%	10%	3%	2%	i	-6%
CC(C)(C)c1ccc(C(=O)Nc2cnccn2)cc1	21	31	-5.4%	1.1	-4%	4%	1%	4%	i	6%
O=C(COC(=O)c1ccccn1)Nc1cccc(Cl)c1	-13	-10	-4.3%	1.1	-9%	15%	2%	10%	i	4%
O=C(CSc1nc(C2CC2)nc2sc3c(c12)CCCC3)NCc1ccco1	-4	-14	-4.7%	1.1	0%	5%	1%	-1%	i	1%

(further entries)
SMILES	WT yeast gro inh	WT yeast gro inh mutant strain	XIAP antagonists	TNAP activation fold	LYP phosphatase	M1AAP inhibition	P. falciparum M17LAP	PMI inhibition	Yfh1-depleted yeast	PMI inhibitors
Cc1cccc(OCc2nnc(SCC(=O)OC3CCCCC3)o2)c1	12	-58	-0.7%	1.1	-8%	-7%	-8%	13%	i	10%
COc1ccc(CNC(=O)C2CCCN2S(=O)(=O)c2ccc(Cl)cc2)cc1 (stereo not given)	-11	-2	-4.2%	1.1	-10%	0%	14%	7%	i	5%
CC(C)C(C(=O)Nc1nccs1)c1ccc(Cl)cc1 (stereo not given)	-3	21	-2.8%	1.1	-8%	2%	-5%	6%	i	3%
Cc1ccc(-c2nc(N)sc2CC(=O)OCC(=O)NC2CCCC(C)C2C)cc1 (stereo not given)	-11	-4	0.9%	1.1	4%	2%	-8%	5%	i	18%
Cc1c(Cl)cccc1NC(=S)NCc1cccs1	3	10	-6.9%	1.1	-14%	-2%	12%	-3%	i	8%
Cc1ccc(/C=N/NC(=O)CSc2nnc(-c3ccc(Cl)cc3)n2-c2ccccc2)o1	-8	-10	1.0%	1	2%	6%	18%	20%	i	-1%

From PubChem BioAssay
